Source: PubChem BioAssay (several laboratories)
VHR inh abs: DUSP3 (human) phosphatase inhibition; recombinant VHR phosphatase, pNPP absorbance; inhibition, % at 13.3 µM; hit rate 0.52% among 290,000; in the data active = inhibition above about 50%; note: some compounds called inactive have numbers as strong as hits
Target sequence (P51452 whole entry, looked up): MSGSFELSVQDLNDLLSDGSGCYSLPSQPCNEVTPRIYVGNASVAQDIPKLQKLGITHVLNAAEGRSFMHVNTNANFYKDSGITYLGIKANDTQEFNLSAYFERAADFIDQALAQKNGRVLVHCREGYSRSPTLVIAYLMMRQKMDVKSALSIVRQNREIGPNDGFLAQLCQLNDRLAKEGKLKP
3CLpro inhibitor: SARS-CoV 3CLpro protease inhibition; recombinant SARS-CoV 3CLpro, quenched FRET peptide cleavage; hit rate 0.14% among 290,000; P0C6X7; inhibition, % at 6 µM; in the data active = inhibition above about 12%
PriA SSB inh: K. pneumoniae PriA-SSBct interaction inhibition; AlphaScreen SSBct-PriA binding, biotinylated peptide; hit rate 0.6% among 430,000; inhibition, % at 33 µM; in the data active = inhibition mostly above about 37%, no sharp cut-off; inactive = mostly below about 20%;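 note: plate controls were negative control peptide for no effect and reference peptide for full effect; strong numbers were not always called active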
Rv3671c protease: inhibits the M. tuberculosis serine protease Rv3671c; P9WHR9; hit rate 0.048% among 320,000; inhibition, % at 5.96 µM; in the data active = inhibition above about 38%;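 note: extracellular domain of Rv3671c used as enzyme; 0% = enzyme with DMSO and 100% = no enzyme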
BoNT A protease: blocks Botulinum neurotoxin A light chain protease. multiplex microsphere protease substrate cleavage, flow cytometry. inhibition, % at 10 µM. hit rate 0.17% among 360,000. AID 588499; note: plate controls were buffer without enzyme for full effect and enzyme alone for no effect
BoNT F protease: blocks Botulinum neurotoxin F light chain protease. hit rate 0.22% among 360,000. Multiplex microsphere protease cleavage assay, flow cytometry. inhibition, % at 10 µM. AID 588497; in the data active = inhibition above about 35%, passing the limit was not always enough; inconclusive = no clear call, values can overlap the other calls; note: plate controls were buffer without enzyme for full effect and enzyme alone for no effect
PrPC surface inh: cell surface PrPC inhibition, primary TR-FRET screen | hit rate 0.43% among 370,000 | P04156 | TR-FRET read-out | AID 720596 | inhibition, % at 13.8 µM; in the data active = inhibition above about 24%; note: 0% = median of the test wells and 100% = reference compound wells
MazF activator: MazEF (E. coli) toxin RNase activation. P0AE70. FAM/BHQ RNA-DNA oligo cleavage fluorescence, 5 h. activation, % at 20 µM. hit rate 0.32% among 350,000; in the data active = activation above about 50%
Target sequence (P0AE70 whole entry, looked up): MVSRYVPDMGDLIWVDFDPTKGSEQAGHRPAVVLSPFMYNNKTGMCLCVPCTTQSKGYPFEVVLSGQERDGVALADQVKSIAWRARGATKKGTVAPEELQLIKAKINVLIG
Anthrax LF prot: inhibitors of Bacillus anthracis lethal factor protease. AID 588501. hit rate 0.12% among 360,000. inhibition, % at 10 µM. multiplex microsphere protease cleavage assay, LF. P15917; note: plate controls were buffer without enzyme for full effect and enzyme alone for no effect
Target sequence (P15917 whole entry, looked up): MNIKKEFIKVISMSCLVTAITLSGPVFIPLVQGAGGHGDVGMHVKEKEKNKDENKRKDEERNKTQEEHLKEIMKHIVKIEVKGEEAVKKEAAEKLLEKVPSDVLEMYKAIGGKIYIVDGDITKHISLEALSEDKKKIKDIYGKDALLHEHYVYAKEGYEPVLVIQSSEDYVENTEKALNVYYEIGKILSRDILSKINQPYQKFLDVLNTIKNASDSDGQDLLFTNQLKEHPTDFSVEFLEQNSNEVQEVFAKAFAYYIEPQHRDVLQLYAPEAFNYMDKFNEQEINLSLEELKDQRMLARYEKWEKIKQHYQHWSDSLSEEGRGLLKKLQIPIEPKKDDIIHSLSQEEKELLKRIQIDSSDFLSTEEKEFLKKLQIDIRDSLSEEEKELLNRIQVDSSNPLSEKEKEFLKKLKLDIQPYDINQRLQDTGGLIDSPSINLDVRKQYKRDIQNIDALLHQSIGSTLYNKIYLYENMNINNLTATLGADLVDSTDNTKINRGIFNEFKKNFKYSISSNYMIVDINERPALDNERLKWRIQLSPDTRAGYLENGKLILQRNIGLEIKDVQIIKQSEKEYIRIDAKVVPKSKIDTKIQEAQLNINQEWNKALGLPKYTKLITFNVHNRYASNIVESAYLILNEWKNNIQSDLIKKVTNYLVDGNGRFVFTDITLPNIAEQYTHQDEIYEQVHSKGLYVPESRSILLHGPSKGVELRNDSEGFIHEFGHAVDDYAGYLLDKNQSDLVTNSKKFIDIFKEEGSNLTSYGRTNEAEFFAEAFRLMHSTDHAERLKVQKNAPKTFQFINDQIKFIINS
CCHF vOTU inh: CCHFV vOTU protease inhibition. Pep-AMC fluorescence. inhibition, % at 11.5 µM. hit rate 0.55% among 370,000. AID 651958; in the data active = inhibition above about 30%; note: 0% = vehicle wells with enzyme and 100% = no enzyme wells
An asterisk follows results filed as active; ? = inconclusive; . = not tested or not shown; & = joins results of further samples. Cut-off read from the data, not from the text of the source, unless noted: active = inhibition above about 30%; inconclusive = no clear call, values can overlap the other calls; inactive = below that. These rows are one share of the data, so the mix of outcomes need not match the whole.

The first five records, ahead of the listing:
SMILES	VHR inh abs	3CLpro inhibitor	PriA SSB inh	Rv3671c protease	BoNT A protease	BoNT F protease	PrPC surface inh	MazF activator	Anthrax LF prot	CCHF vOTU inh
COc1ccc(CNC(=O)c2ccc3oc(C(C)C)nc3c2)cc1	-24	0	-1	.	-1.8	-5	-8	3	-3	7
O=C1NCN(c2ccccc2)C12CCN(C(c1nnnn1Cc1ccccc1)C1CC1)CC2 (centres undefined)	.	.	.	.	0.2	-9	4	.	1	2
Cc1oc2c(c(C)cc3oc(=O)c(CC(=O)NCCCN4CCCC4=O)c(C)c32)c1C	33	-2	-3	-13	-0.2	-4	-9	8	-2	-17
Cc1ccc(C2(c3noc(CN4CCC(C(=O)N5CCOCC5)CC4)n3)CCCC2)cc1	7	-1	-5	4	0.1	-12	2	6	-1	17
CC1CCN(C(=O)Cn2cc(C(=O)c3ccco3)c3ccccc32)CC1	24	3	-22	0	0.0	0	2	9	-6	0

Main list, repeating the preview:
SMILES	VHR inh abs	3CLpro inhibitor	PriA SSB inh	Rv3671c protease	BoNT A protease	BoNT F protease	PrPC surface inh	MazF activator	Anthrax LF prot	CCHF vOTU inh
COc1ccc(CNC(=O)c2ccc3oc(C(C)C)nc3c2)cc1	-24	0	-1	.	-1.8	-5	-8	3	-3	7
O=C1NCN(c2ccccc2)C12CCN(C(c1nnnn1Cc1ccccc1)C1CC1)CC2 (centres undefined)	.	.	.	.	0.2	-9	4	.	1	2
Cc1oc2c(c(C)cc3oc(=O)c(CC(=O)NCCCN4CCCC4=O)c(C)c32)c1C	33	-2	-3	-13	-0.2	-4	-9	8	-2	-17
Cc1ccc(C2(c3noc(CN4CCC(C(=O)N5CCOCC5)CC4)n3)CCCC2)cc1	7	-1	-5	4	0.1	-12	2	6	-1	17
CC1CCN(C(=O)Cn2cc(C(=O)c3ccco3)c3ccccc32)CC1	24	3	-22	0	0.0	0	2	9	-6	0
NS(=O)(=O)c1ccc(NCC2COc3ccccc3O2)c([N+](=O)[O-])c1 (centres undefined)	11	-3	14	-1	-0.8	-6	-48	-3	-2	16
CCC(C)NCC(O)COCc1ccc(Cl)cc1 (centres undefined)	-5	-3	-17	1	1.1	-19	5	2	2	1
Cc1nn(C)cc1/C=C(/C#N)C(N)=O	-4	1	-5	0	0.4	-5	-3	12	3	-12
O=C(c1ccc([N+](=O)[O-])cc1[N+](=O)[O-])N1CCc2ccccc21	-5	0	4	-1	-2.2	9	-57	5	-17	-7
Cc1ccc(-c2csc(NC(=O)c3ccc4c(=O)n5c(nc4c3)CCCCC5)n2)cc1	5	-2	-3	-8	-0.5	1	4	-8	-1	-9
CCC1CCC(C(=O)NC(CCSC)C(=O)NCCc2ccc(S(N)(=O)=O)cc2)CC1 (centres undefined)	-20	2	1	1	-1.9	-10	-8	7	-11	13
COC(=O)c1cn(NC(=O)c2cccnc2)c(=O)c2ccccc12	34	5	-2	-2	1.1	7	1	2	4	-10
COC(=O)c1cc(S(=O)(=O)NCCCN2CCCC2=O)cn1C	-6	-2	-3	-2	-1.3	-4	-2	6	0	12
O=C1CNC(=S)N1CCc1ccccc1Cl	0	1	-3	2	.	.	2	4	.	-3
COc1ccc(CC(=O)NCC2CCCN(Cc3ccc(SC)cc3)C2)cc1 (centres undefined)	22	1	-7	0	0.8	9	-2	4	14	4
COc1ccc(OCC(=O)Nc2ccc3c(c2)OCO3)cc1	20	0	-5	5	-2.3	-18	10	11	-8	9
O=C1c2ccccc2NC(c2ccc(O)c(O)c2)N1c1ccccc1Cl (centres undefined)	0	4	-6	-3	?	?	-6	-8	-18	-12
Cc1cccc(N(CC(=O)NC(C)(C)C)C(=O)CS(=O)CC(=O)Nc2ccc(F)cc2)c1 (centres undefined)	-10	1	-15	5	-0.6	-5	13	-8	-1	17
O=c1nc(-c2ccccc2)cc(C(F)(F)F)[nH]1	4	-9	-16	7	-0.7	-4	1	3	-1	-13
CN1CCN(C(=O)/C=C/c2ccc([N+](=O)[O-])o2)CC1	4	3	-6	.	4.8	18	-5	-8	5	-9

As a short view, 2 of the compounds above:
SMILES	VHR inh abs	3CLpro inhibitor	PriA SSB inh	Rv3671c protease	BoNT A protease	BoNT F protease	PrPC surface inh	MazF activator	Anthrax LF prot	CCHF vOTU inh
COc1ccc(OCC(=O)Nc2ccc3c(c2)OCO3)cc1	20	0	-5	5	-2.3	-18	10	11	-8	9
O=C1c2ccccc2NC(c2ccc(O)c(O)c2)N1c1ccccc1Cl (centres undefined)	0	4	-6	-3	?	?	-6	-8	-18	-12

Later entries
SMILES	VHR inh abs	3CLpro inhibitor	PriA SSB inh	Rv3671c protease	BoNT A protease	BoNT F protease	PrPC surface inh	MazF activator	Anthrax LF prot	CCHF vOTU inh
O=C(O)c1ccc(S(=O)(=O)NCc2cccnc2)cc1	31	1	-4&2	6	-3.5	20	5	3	-1	-8
Cc1ccc(NC(=O)CC2C(=O)NCCN2C(=O)c2ccc(F)cc2)cc1 (centres undefined)	2	-2	0	-2	-0.5	-2	-5	-1	-1	-7
CCCn1c(=O)c2c(nc3n2CC(C)CN3Cc2ccccc2)n(C)c1=O (centres undefined)	0	0	-7	0	-1.7	-3	15	1	-1	9
CCOC(=O)CN1C(=O)CC(c2ccc([N+](=O)[O-])cc2)C1=O (centres undefined)	6	0	-11	-1	-2.0	?	-13	-4	20	-4
COc1cccc(NC(=S)Nc2ccc(Br)cc2Cl)c1	17	-9	-11	-2	.	.	-4	1	.	2
O=S1(=O)CC(N2CC=CC2)CN1Cc1ccc(F)cc1 (centres undefined)	.	.	.	.	-0.5	-13	-5	.	-8	5
CC(C)Oc1ccc(S(=O)(=O)N2CCCCC2)cc1NC(=O)CC1OC(=O)c2ccccc21 (centres undefined)	.	.	-2	15	-0.5	1	7	2	0	-3
S=C1NC2CCCCC2N1 (centres undefined)	6	2	-10	-5	-0.4	3	0	0	9	0
O=S(=O)(c1ccccc1)c1nc(-c2ccccc2)oc1N1CCOCC1	24	-1	3	5	0.2	-3	-2	4	-4	15
N#C/C(=C\c1c[nH]c2ccccc12)c1nnc2n1CCCCC2	30	8	22	11	-1.4	-17	-21	5	-4	2
COc1ccc(C(O)(CCC(C)C)C(CN2CCOCC2)c2ccc(Cl)cc2)cc1 (centres undefined)	1	-4	5	-2	-3.4	10	6	5	-3	-3
CCn1c(CCl)nc2cc(S(=O)(=O)N3CCOCC3)ccc21	.	.	-17	8	0.0	-6	6	-4	-2	-34
Cc1ccc(C(=O)CCC(=O)OCC(=O)N2CCN(S(=O)(=O)c3ccc(C)cc3C)CC2)cc1	.	.	-1	.	-0.1	-17	2	1	-1	17
COCCNc1nc(N)c([N+](=O)[O-])c(N2CCCCCC2)n1	2	-1	0	.	-1.8	-1	-1	-2	-5	-8
Cc1ccccc1N=C1Nc2ccccc2N[C@]12C[C@H]1CCC(=O)N3CC[C@@H](C2)[C@@H]13	.	.	-5	.	-0.6	-3	-5	5	-1	-10
CCN(CC(=O)Nc1ccccc1C(F)(F)F)C(=O)Cc1cccs1	.	.	-8	-8	-4.6	4	4	2	-5	1
O=C(CCNC(=O)c1ccccc1)N/N=C/c1ccc([N+](=O)[O-])cc1	20	2	.	0	0.3	0	-13	-5	-1	12
O=C(O)CC(C(=O)O)n1nc(-c2ccccc2)cc1-c1ccccc1 (centres undefined)	5	4	-15	6	1.0	?	2	-7	4	16
COc1ccc(C(=O)Cn2nnc(-c3ccccc3NC(=O)C3CCCCC3)n2)cc1	23	-1	-9	-10	0.5	-1	-6	-46	-3	5
C[C@@H]1CN([C@H](C)CO)S(=O)(=O)c2ccc(Br)cc2O[C@H]1CN(C)C(=O)C1CCCCC1	.	.	.	.	0.1	5	-1	-18	3	-6
Cc1ccc(C)c(N(CC(=O)NC2CCCC2)C(=O)c2oc(C(C)(C)C)cc2C)c1	17	9	-1	-10	-0.7	-13	11	-9	-8	12
O=C(NCc1ccccn1)c1n[nH]c2ccccc12	32	-1	-23	3	-0.2	-2	-4	8	13	0
Cc1cc(C)n(CC(=O)NC2CCCCC2C)c(=O)c1C#N (centres undefined)	.	.	-6	9	-3.2	-15	-9	-15	8	6
COc1cccc(C(=O)NNC(=O)Cc2csc(N)n2)c1	22	0	-13	-7	-0.4	3	11	9	1	-14
N#Cc1c(NC(=S)NC(=O)Cc2cccs2)sc2c1CCCCC2	21	-3	-7	-1	5.0	7	0	7	-4	4
COc1ccc(NC(=O)N2CCC3(CC2)OCCO3)cc1OC	-8	-2	-11	-4	0.2	3	6	-1	-10	-18
Cc1ccccc1C(=O)NNS(=O)(=O)c1ccc(F)cc1	.	.	.	.	0.5	7	-4	-5	3	-6
CCCCCCn1c(=O)c(C(=O)Nc2nc(CC(=O)OCC)cs2)c(O)c2ccccc21	5	2	-3	-6	-0.5	-6	-1	8	5	11
Cc1ccc2c(C)cccc2c1	.	.	-4	.	-0.6	-4	-4	2	3	-1
O=S(=O)(NCc1ccccn1)c1cc(C(F)(F)F)ccc1Cl	20	-1	-11	-3	-0.8	-1	-3	1	-1	4
Cc1noc(C)c1COC(=O)Cc1ccc(Br)cc1	0	-3	-7	11	-0.1	-2	2	4	-2	1
COc1ccc(NC(=O)Cn2c(C)cc(=O)c3cccc(OC)c32)cc1	38	.	-16	-10	-0.1	-16	0	2	2	-5
CC(=O)Nc1cc(C(=O)NCCN2CCN(Cc3ccccc3)CC2)ccc1Sc1ccc(C)cc1	-15	-3	0	5	-1.2	-2	-15	3	-3	-3
O=C(/C=C/c1ccc([N+](=O)[O-])cc1)NCCN1C(=O)S/C(=C\c2ccc(F)cc2)C1=O	17	2	-3	-4	0.4	-5	-9	2	0	12
CCCC1C2C(=O)N(c3ccccc3OCC)C(=O)C2ON1c1ccccc1 (centres undefined)	15	1	6	-7	-0.5	-4	2	-15	-6	2
Cc1ccc(C)c(NC(=O)CN(C)C(=O)CCN2C(=O)c3ccccc3C2=O)c1	28	-2	10	-1	-0.8	-12	-3	8	-2	-2
O=CN1CCN(c2ncnc3c2nnn3Cc2c(F)cccc2Cl)CC1	24	2	-1	-2	-0.9	-1	0	11	-4	-6
CC(/C=C1\NC(=S)NC1=O)=C\c1ccccc1	16	6	-11	-7	1.7	2	-8	-5	3	12
Cc1cn(Cc2ccccc2Cn2cc(C)c(=O)[nH]c2=O)c(=O)[nH]c1=O	18	-3	-1	7	2.9	?	5	-2	5	-3
CCOC(=O)C1(Cc2ccccc2)C(=O)N(CCCN(C)C)c2ccccc21 (centres undefined)	.	.	5	-9	0.0	-9	-3	9	-11	-8
COc1ccc(-c2cc(C(F)(F)F)nc(-n3cncn3)n2)cc1	-21	0	-9	0	0.2	11	-1	2	1	-18
COc1cc(NC(=O)CSc2nnc(NC(C)C)s2)cc(OC)c1OC	-6	2	-1	2	0.9	-3	7	-15	-3	-8
Cc1ccc2c(c1)nnn2C1CCN(CC(=O)Nc2ccc(F)cc2)CC1	0	2	-9	2	1.4	2	0	5	-5	11
COC(=O)c1ccc(-c2nc(CN3CCC(C(=O)N4CCOCC4)CC3)c(C)o2)cc1	6	2	-7	-8	2.6	6	.	3	-1	.
COc1ccc(OC)c(CCNC(=O)CC2Oc3ccc(C)cc3NC2=O)c1 (centres undefined)	4	0	-8	.	-0.3	-6	-4	0	-10	-1
O=C(Cc1c[nH]c2ccccc12)NCc1ccncc1	-9	2	3	10	2.2	2	4	6	7	-5
Cc1cccc(C)c1NC(=O)CS(=O)CC(=O)Nc1ccc(F)cc1F (centres undefined)	11	-6	-10	-1	1.4	10	-6	3	0	-8
Cc1ccc(NC(=O)C2CSC3(C)CCC(=O)N23)cc1S(=O)(=O)N1CCCCCC1 (centres undefined)	.	.	3	0	0.3	-3	1	0	1	-5
COc1ccccc1CNC(=O)c1ccccc1N	21	3	-10	-1	-1.4	7	.	-1	0	.
CC(=O)Nc1cc[n+](C(C)C(=O)c2ccc(Br)cc2)cc1 (centres undefined)	30	0	-5	-2	-1.0	-2	-12	10	1	1
Cc1cnc(=O)[nH]c1SCc1ccc(C(F)(F)F)cc1	-14	4	3	0	3.3	1	3	9	-2	10
CCCOc1ccc(C(=O)NC(=S)Nc2nc(C)c(C(=O)N(C)C)s2)cc1	19	3	17	-13	11	15	-4	-3	-21	12
